Source: PubChem
FN deposition inh – inhibitors of fibronectin matrix deposition, primary screen, AH1F cells, Alexa488-fibronectin fluorescence, plate reader; 350,000 compounds, 0.086% hits; inhibition, % at 12.6 µM; AH1F fibroblasts, overnight; AID 743247, 2014;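 active means mean inhibition across replicates of 30% or more, regardless of how many single replicates reach that level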;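 further: positive control wells lacked labelled fibronectin entirely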
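Material: AH1F fibroblast monolayer depositing Alexa488-labelled fibronectin into matrix | Input: 10000 AH1F cells/well | Medium: DMEM plus 2% serum, read in PBS | Reagent: Alexa488-fibronectin, 24 nM final in well | Compound dosing: One dose per compound, pinned | Schedule: 1 h adhesion, overnight exposure | Measured by: Fluorescence at 485 nm excitation, 525 nm emission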
INS-1E GSIS act – GLuc luminescence reporter in INS-1E cells, primary screen for activators of glucose-dependent secretion of insulin; 370,000 compounds, 0.61% hits; activation, % at 16.6 µM; INS-1E GLuc reporter insulin secretion, 2-3 h;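 active means lowest replicate activation of at least 40%, so every replicate reaches that level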;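 further: 0% = median of neutral control wells and 100% = median of IBMX positive control wells; some compounds called inactive have numbers as strong as hits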
miR-122 sensor – miR-122 Renilla sensor signal increase in Huh7, primary screen, miR-122 inhibitor project, cell-based, single point, plate reader; activation (reporter increase), % at 12.5 µM; 340,000 compounds, 0.3% hits; AID 602342, 2012; Huh7 miR-122 Renilla luciferase sensor, 48 h; neutral wells = 0, positive control = 100;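 active means mean replicate activation score at least 90 and every replicate individually at or above 90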;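 further: higher luciferase means less miR-122 activity so hits act as miR-122 inhibitors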
PglD inh – C. jejuni PglD acetyltransferase inhibitors, primary screen, biochemical, DTNB colorimetric, single point; 360,000 compounds, 0.098% hits; inhibition, % at 12.5 µM; AID 602405, 2012; purified PglD enzyme, DTNB colorimetric CoA detection; in the data active means inhibition above about 16%, passing the limit was not always enough; further: strong numbers were not always called active
Statin myotox sup – suppressors of statin myotoxicity in C2C12 myotubes, primary screen, cell-based, single point, plate reader | C2C12 myotubes + simvastatin, ATP luminescence, 48 h; scaled: DMSO 0, geranylgeraniol control 100 | rescue of ATP level, % at 7.49 µM | 330,000 compounds, 0.78% hits | AID 602340, 2012;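 active means mean ATP rescue above about 67%, or every replicate alone reaching that limit, limit read from the data, passing the limit was not always enough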;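 further: myotubes were challenged with 10 µM simvastatin during compound exposure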
PGC1a acetyl inh – inhibitors of PGC1a acetylation signal, primary screen, cell-based, U2OS, AlphaScreen, inhibitor mode. 350,000 compounds, 0.17% hits. inhibition, % at 15.6 µM. AID 651687, 2012. AlphaScreen anti-acetyl-lysine; with virally co-expressed GCN5 acetyltransferase;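 active means every replicate shows inhibition of at least 40%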;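 further: 0% = neutral control wells and 100% = positive control wells; some results beyond the cut were filed as inactive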
Cneo AK release – Cryptococcus neoformans cell lysis inducers, primary screen, AK release luminescence, single concentration. 360,000 compounds, 0.2% hits. lysis activity, % at 15 µM. C. neoformans lysis, adenylate kinase release luminescence, 4 h; normalised: neutral wells 0, clomiphene wells 100;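 active means mean lysis activity across replicates of at least 80%, whatever share of replicates individually reach that level; inactive means mean lysis activity below 80%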
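Signal: Adenylate kinase release luminescence | Assay system: Log-phase Cryptococcus neoformans yeast cells | Input: Cells at 5 × 10^6 per mL | Buffer or medium: Fresh YPD growth medium | Compound: Single dose | Schedule: Static 4 h at 37 °C with compound, 1 h detection | Controls: Clomiphene | Read-out: Luminescence rise reflecting yeast cell lysis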
CFTR F508del cor – F508del CFTR correction, initial screen, CFBE line, single point; 350,000 compounds, 0.36% hits; AID 720511, 2013; activity (quench increase), % at 7.58 µM; CFBE cells, YFP halide quenching; stimulated with forskolin plus potentiator P3; % fluorescence drop versus neutral controls;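 active means mean added fluorescence quench of at least 8% versus neutral control, with both replicates also reaching 8%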;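 further: cells transiently co-express mutant CFTR-F508del with the halide-sensitive YFP; corrector assay measuring rescue of mutant channel to the surface after 24 h compound exposure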
An asterisk follows results filed as active; . = no result given; [ ] = dose if it differs, or a comment. Hits appear at their usual frequency; 2.1% or so of the library scored in one or more.

no.	compound	FN deposition inh	INS-1E GSIS act	miR-122 sensor	PglD inh
1	CCCCNc1nc2c(c(=O)n(Cc3ccccc3)c(=O)n2C)n1C	11	-2	-1	0
2	Cc1ccc(S(=O)(=O)N2CCOCC2)cc1C(=O)OCC(=O)NCCc1ccccc1	2	-26	.	2
3	CC1CCN(C(C(=O)Nc2ccc(C(C)C)cc2)c2ccc3c(c2)OCO3)CC1 (stereo unspecified)	1	.	11	.
4	CCOc1cc(S(=O)(=O)Nc2ccccn2)ccc1F	.	.	0	2
5	Cc1cnc(C(=O)OCC(=O)NC2CCCCC2)cn1	6	.	9	5
6	C/C(=N\NC(=O)c1cc(C2CC2)nc2ccccc12)c1ccc(O)cc1O	7	-6	15	4
7	CNC[C@@H]1Oc2ccc(NC(=O)CCC(F)(F)F)cc2CC(=O)N([C@H](C)CO)C[C@H]1C	-1	3	-3[16.7 µM]	-2
8	CCOc1ccc2nc(NC(=O)c3cc([N+](=O)[O-])ccc3N3CCOCC3)sc2c1	-3	-8	-22	5

no.	Statin myotox sup	PGC1a acetyl inh	Cneo AK release	CFTR F508del cor
1	0	-11	-2	-1.5
2	1	.	-1	-1.3
3	4	-8	0	2.3
4	-12	9	-2	.
5	-5	-4	2	.
6	18	11	4	3.0
7	15	5	43	0.4
8	.	-3	-1	.

Other entries:
no.	compound	FN deposition inh	INS-1E GSIS act	miR-122 sensor	PglD inh
9	CN(c1ccc(O)cc1)c1nc(O)c(C2=c3ccccc3=NC2=O)s1	3	-4	.	.
10	Cc1ccc(-c2ccc(=O)n(CC(=O)Nc3ccc4c(c3)OCCO4)n2)cc1	-1	14	-3	.
11	Cc1c(C=O)c2ccccn2c1C(=O)c1ccc(Cl)c([N+](=O)[O-])c1	-5	-3	.	.
12	O=C(CSc1nnnn1Cc1ccccc1)c1ccccc1	0	.	0	-5
13	Cc1onc(-c2ccccc2)c1C(=O)NC1CCC(C)CC1 (stereo unspecified)	0	.	-6	3
14	COc1cc(OC)cc(-c2c(-c3ccsc3)c3cc(Br)ccc3n2C)c1	10	-34	.	0
15	Cn1c(SCc2c(Cl)cccc2Cl)nc(C(F)(F)F)cc1=O	.	.	-5	3
16	C[C@H](CO)N1C[C@H](C)[C@H](CN(C)C(=O)C2CCOCC2)Oc2cc(C3=CCCCC3)ccc2S1(=O)=O	-9	-3	9[16.7 µM]	3

no.	Statin myotox sup	PGC1a acetyl inh	Cneo AK release	CFTR F508del cor
9	.	-5	.	-1.4
10	.	-4	.	-3.0
11	.	-10	.	1.5
12	-6	-3	0	.
13	0	-6	2	-0.2
14	-4	.	1	1.7
15	.	9	3	.
16	47	1	-2	-2.1

The results go on:
no.	compound	FN deposition inh	INS-1E GSIS act	miR-122 sensor	PglD inh
17	COc1ccc2c([N+](=O)[O-])c(N3CCOCC3)[nH]c2c1	-2	7	3	-1
18	O=C(NC1CCCCCC1)C1CCN(C(=O)c2ccc(Br)cc2)CC1	.	4	.	-6
19	CCOC(=O)c1ccc(C(=O)OCC)c(NC(=S)Nc2ccc([N+](=O)[O-])cc2OC)c1	-1	-6	-5	-8
20	C[C@H](CO)N1C[C@H](C)[C@H](CN(C)C(=O)Nc2ccccc2)Oc2ccc(NS(=O)(=O)c3ccccc3)cc2C1=O	.	-13	-3[16.7 µM]	1
21	CCOC(=O)C1(CCOc2ccccc2)CCN(Cc2ccc(O)cc2)CC1	12	-7	-11	5
22	NNC(=O)CSc1nnnn1-c1ccccc1	-5	-2	-2	-2
23	Cc1ccc(S(=O)(=O)c2c(COC(=O)c3cccc(Cl)c3)c(-c3ccccc3)nn2C)cc1	.	.	-3	2
24	Clc1cccc(NC2=NCCC2)c1	.	-58	.	-2

no.	Statin myotox sup	PGC1a acetyl inh	Cneo AK release	CFTR F508del cor
17	0	.	0	0.8
18	-18	.	7	1.4
19	.	-9	-1	.
20	10	6	-4	2.1
21	-17	6	2	-1.2
22	9	-9	0	1.1
23	8	4	1	.
24	-1	.	1	.

(more compounds)
no.	compound	FN deposition inh	INS-1E GSIS act	miR-122 sensor	PglD inh
25	C[C@@H](NC(=O)[C@H]1[C@H](CO)[C@H]2Cn3c(cccc3=O)[C@@H]1N2Cc1ccncc1)c1ccccc1	.	-3	-6[16.7 µM]	1
26	Cc1noc(C)c1S(=O)(=O)Nc1c(C)n(C)n(-c2ccccc2)c1=O	0	.	2	4
27	CN(C)C(=O)[C@@H]1[C@@H](CO)[C@@H]2Cn3c(ccc(-c4ccccc4)c3=O)[C@@H]2N1Cc1ccccc1	.	0	2[16.7 µM]	0
28	Cc1cc(C)c(N2C(=O)C3C4CC(=O)C(c5ccccc54)C3C2=O)c(C)c1 (stereo unspecified)	-4	11	9	-1
29	CCOc1ccc(S(=O)(=O)NCCC(=O)NCc2ccccn2)cc1	3	29	32	.
30	CN(CC(=O)NCCc1ccccc1)Cc1ccco1	2	4	-1	3
31	COc1cccc2cc(C(=O)N3CCN(C/C=C/c4ccccc4)CC3)c(=O)oc12	-4	.	-10	0
32	CN(C1CCCCC1)S(=O)(=O)c1ccc2c(c1)CCC(=O)N2	5	24	0	3

no.	Statin myotox sup	PGC1a acetyl inh	Cneo AK release	CFTR F508del cor
25	-3	-4	4	1.6
26	1	14	-1	.
27	25	.	4	-0.3
28	.	15	0	-2.3
29	-5	11	.	-2.5
30	7	10	2	-0.7
31	-1	-5	1	.
32	-13	-7	-3	3.5

The list goes on.
no.	compound	FN deposition inh	INS-1E GSIS act	miR-122 sensor	PglD inh
33	COc1ccccc1N(CC(O)Cn1ccnc1C)S(=O)(=O)c1ccccc1 (stereo unspecified)	4	39	-3	-4
34	COc1ccc(S(=O)(=O)N2CCCCN3[C@H](C2)[C@H](c2ccc(C#CC4CC4)cc2)[C@@H]3CO)cc1	.	-16	-28[16.7 µM]	-1
35	OC[C@H]1[C@H](c2ccc(C#Cc3ccccc3F)cc2)[C@@H]2CN(Cc3cncnc3)CCCCN12	.	-13	-1[16.7 µM]	-2
36	FC(F)(F)c1nc2ccccc2n2c(-c3c(Cl)cccc3Cl)nnc12	.	.	1	2
37	O=C(CCn1cccc1)Nc1ccc(F)cc1	-14	.	4	1
38	CC(C)Oc1ccc(C(CC(=O)N2CCOCC2)C(C)C)cc1 (stereo unspecified)	-5	15	-1	-4
39	CC(=O)N1CCc2c(sc(NC(=O)c3ccc(S(=O)(=O)N(C)CC4CCCO4)cc3)c2C(N)=O)C1 (stereo unspecified)	4	.	0	0
40	O=C(N/N=C/c1ccccc1)c1ccc(NC(=O)c2ccc(F)cc2)cc1	3	-2	-5	1

no.	Statin myotox sup	PGC1a acetyl inh	Cneo AK release	CFTR F508del cor
33	-15	-1	0	-2.3
34	.	-1	-3	0.7
35	2	-13	-2	-1.6
36	3	6	0	.
37	-1	10	2	.
38	5	2	1	3.7
39	-4	-9	-1	1.8
40	12	.	4	-5.2

Continued.
no.	compound	FN deposition inh	INS-1E GSIS act	miR-122 sensor	PglD inh
41	O=C(NCc1ccco1)c1ccccc1Br	0	.	0	-2
42	Cc1ccc(NC(=O)Cc2ncc(C(F)(F)F)cc2Cl)cc1Cl	.	.	-11	-3
43	COc1ccccc1C1SCCN1S(=O)(=O)c1ccccc1 (stereo unspecified)	-5	18	2	-2
44	C[C@@H]1CN([C@@H](C)CO)C(=O)c2cc(NS(=O)(=O)c3ccc(Cl)cc3)ccc2O[C@@H](C)CCCCO[C@H]1CN(C)Cc1ccc(C(F)(F)F)cc1	-4	-27	-2[16.7 µM]	4
45	O=C(C[C@H]1CC[C@@H](NC(=O)c2ccc(F)cc2)[C@@H](CO)O1)NCc1ccncn1	.	1	.	2
46	COCCn1c(SCC(=O)NNC(=O)c2ccc(OC)c(OC)c2)nc2ccccc2c1=O	6	16	.	.
47	CO[C@@H]1CN(C)C(=O)c2ccc(NS(C)(=O)=O)cc2OC[C@@H](C)N(C(=O)C2CCOCC2)C[C@H]1C	-6	15	-4[16.7 µM]	18*
48	O=C(COc1ccccc1)N=C1SC2CS(=O)(=O)CC2N1c1ccc(F)cc1F (stereo unspecified)	3	14	-5	5

no.	Statin myotox sup	PGC1a acetyl inh	Cneo AK release	CFTR F508del cor
41	9	-3	-5	.
42	-58	26	0	.
43	24	-9	3	-0.6
44	.	-5	4	2.9
45	11	4	0	2.0
46	.	-3	.	0.8
47	-7	0	49	-2.4
48	11	8	1	-1.0

Looked up by structure from the entries so far, 5 records:
no.	compound	FN deposition inh	INS-1E GSIS act	miR-122 sensor	PglD inh
46	COCCn1c(SCC(=O)NNC(=O)c2ccc(OC)c(OC)c2)nc2ccccc2c1=O	6	16	.	.
41	O=C(NCc1ccco1)c1ccccc1Br	0	.	0	-2
44	C[C@@H]1CN([C@@H](C)CO)C(=O)c2cc(NS(=O)(=O)c3ccc(Cl)cc3)ccc2O[C@@H](C)CCCCO[C@H]1CN(C)Cc1ccc(C(F)(F)F)cc1	-4	-27	-2[16.7 µM]	4
45	O=C(C[C@H]1CC[C@@H](NC(=O)c2ccc(F)cc2)[C@@H](CO)O1)NCc1ccncn1	.	1	.	2
47	CO[C@@H]1CN(C)C(=O)c2ccc(NS(C)(=O)=O)cc2OC[C@@H](C)N(C(=O)C2CCOCC2)C[C@H]1C	-6	15	-4[16.7 µM]	18*

no.	Statin myotox sup	PGC1a acetyl inh	Cneo AK release	CFTR F508del cor
46	.	-3	.	0.8
41	9	-3	-5	.
44	.	-5	4	2.9
45	11	4	0	2.0
47	-7	0	49	-2.4

More entries.
no.	compound	FN deposition inh	INS-1E GSIS act	miR-122 sensor	PglD inh
49	O=C(OCC(=O)N1N=C(c2ccc(Cl)cc2)CC1c1ccco1)c1cccnc1 (stereo unspecified)	1	.	.	1
50	COc1ccccc1C(=O)NNC(=O)c1csc(N2CCOCC2)n1	.	12	5	-4
51	CC(C)(c1ccccc1)c1ccc(OCC(O)CNC2CCN(Cc3ccccc3)CC2)cc1 (stereo unspecified)	-3	666*	.	4
52	COc1ccc(S(=O)(=O)N(C)C[C@@H]2OCCCC[C@@H](C)Oc3ccc(NC(=O)Nc4c(C)noc4C)cc3C(=O)N([C@H](C)CO)C[C@H]2C)cc1	-3	2	2[16.7 µM]	4
53	COc1ccc(C2C=C(c3ccccc3)Nc3nnnn32)cc1 (stereo unspecified)	.	4	0	3
54	N#CCc1c(C#N)c(N)nc(N2CCCC(CO)C2)c1C#N (stereo unspecified)	8	-31	.	.
55	Cc1csc(SCC(=O)Nc2ccc(S(=O)(=O)N3CCCC3)cc2)n1	.	21	-7	1
56	COC(=O)C[C@@H]1CC[C@H]2[C@@H](COc3ccc(NS(C)(=O)=O)cc3C(=O)N2C)O1	-17	3	25[16.7 µM]	-3
57	CCOC(=O)c1c(N)c2cc([N+](=O)[O-])ccc2n1C	3	3	-7	2
58	c1ccc(OCc2nn3c(-c4n[nH]c5c4CCC5)nnc3s2)cc1	.	.	5	-1

no.	Statin myotox sup	PGC1a acetyl inh	Cneo AK release	CFTR F508del cor
49	-1	.	4	-2.1
50	-3	2	-2	-9.3
51	-14	-3	21	-6.8
52	24	11	-1	1.4
53	11	-10	0	-2.2
54	.	-5	.	0.3
55	7	-5	-2	.
56	-11	-8	-2	-2.2
57	11	0	1	0.0
58	-7	8	0	.
